# Screening data: PubChem BioAssay, several laboratories
# MEKK2mut PB1 HTS – MEK5 binding signal on mutant MEKK2 PB1, primary screen, biochemical, multiplex bead flow cytometry, Alexa488-MEK5. AID 1530, 2009. Alexa488-MEK5 binding to MEKK2 mutant. percent response, % at 10 µM. 290,000 compounds, 0.35% hits; in the data active = percent response above about 24%, passing the limit was not always enough; also: inactives centre near 1; some results filed as inactive read as strong as hits; reference of the scale not given here
# MEKK2wt PB1 HTS – modulators of MEK5 binding to wildtype MEKK2, primary screen, biochemical, multiplex bead flow cytometry, Alexa488-MEK5 | binding response (% of control), % at 10 µM | Mitogen-activated protein kinase kinase kinase 2 (Homo sapiens), Q9Y2U5 | 290,000 compounds, 1.1% hits | Alexa488-MEK5 binding to MEKK2 WT; actives lie on both sides; in the data active = binding response below about 67% or above about 130%
# CRFBP-R2 agonist – agonists of CRF-BP/CRF-R2 complex, primary screen, cell-based, HEK293, calcium dye fluorescence, uHTS; 350,000 compounds, 0.46% hits; calcium dye fluorescence (FLIPR); percent of saturating CRF peptide response; CRF-binding protein / CRF receptor 2 complex (human); activation, % at 13.2 µM; AID 588473, 2011;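 active = activation of at least 50%, plus an integration ratio under a set limit after plate pattern correction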;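 also: plate controls were neutral control wells without compound for no effect and CRF at EC100 for full effect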
# MEKK3 PB1 HTS – modulators of MEKK3-MEK5 PB1 binding, primary screen, biochemical, wildtype MEKK3, multiplex bead flow cytometry, Alexa488-MEK5; Mitogen-activated protein kinase kinase kinase 3 (Homo sapiens), Q99759; bead-based flow cytometry, Alexa488-MEK5 binding to MEKK3; actives lie on both sides; 0 = blocked by unlabeled MEK5, 100 = vehicle; binding response (% of control), % at 10 µM; 290,000 compounds, 1.4% hits;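 active = binding response more than 3 SD above or below the average of its plate-row segment, actives on both sides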;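 also: Alexa488 bead fluorescence after subtracting the streptavidin-only scavenger bead signal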
# Target sequence (Q99759 whole entry, looked up): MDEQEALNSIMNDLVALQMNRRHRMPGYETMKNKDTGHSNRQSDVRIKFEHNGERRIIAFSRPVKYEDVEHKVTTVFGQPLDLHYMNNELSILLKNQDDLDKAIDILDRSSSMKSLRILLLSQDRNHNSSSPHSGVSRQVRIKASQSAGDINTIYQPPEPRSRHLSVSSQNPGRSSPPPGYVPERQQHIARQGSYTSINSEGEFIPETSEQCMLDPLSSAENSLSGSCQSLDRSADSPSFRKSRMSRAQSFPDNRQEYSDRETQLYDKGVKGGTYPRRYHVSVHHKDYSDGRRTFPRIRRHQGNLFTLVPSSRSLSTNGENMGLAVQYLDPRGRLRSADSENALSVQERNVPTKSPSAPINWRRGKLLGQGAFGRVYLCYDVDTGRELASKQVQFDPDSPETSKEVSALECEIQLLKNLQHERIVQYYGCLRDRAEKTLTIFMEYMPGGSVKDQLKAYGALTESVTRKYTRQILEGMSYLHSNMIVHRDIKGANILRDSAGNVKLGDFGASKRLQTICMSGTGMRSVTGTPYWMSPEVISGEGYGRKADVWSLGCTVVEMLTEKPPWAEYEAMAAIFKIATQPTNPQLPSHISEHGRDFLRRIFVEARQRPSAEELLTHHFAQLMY
# UBC9 SUMO inh – inhibitors of in vitro SUMOylation cascade, primary screen, biochemical, HTRF, uHTS | SUMO-conjugating enzyme UBC9 (Homo sapiens), P63279 | HTRF SUMOylation assay, SAE1/SAE2 + UBC9 | inhibition, % at 35 µM | 290,000 compounds, 0.36% hits | AID 2006, 2009; in the data active = inhibition above about 50%, passing the limit was not always enough; also: strong numbers were not always called active
# Target sequence (P63279 whole entry, looked up): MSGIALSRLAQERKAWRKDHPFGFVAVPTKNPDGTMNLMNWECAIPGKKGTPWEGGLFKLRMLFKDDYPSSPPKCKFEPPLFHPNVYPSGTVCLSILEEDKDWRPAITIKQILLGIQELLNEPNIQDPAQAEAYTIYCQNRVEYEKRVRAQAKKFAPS
# GalR3 antagonist – GalR3 antagonists in HEK293 cells, primary screen, cell-based, fluorescence readout. Galanin receptor type 3 (Homo sapiens), O60755. HEK293 GalR3-CNG cAMP membrane potential fluorescence; galR3 body fused to GalR1 C-terminus. inhibition, % at 3 µM. 360,000 compounds, 0.44% hits;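 active = inhibition above the screen-wide average plus 3 SD, cut at about 13% in these data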;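 also: forskolin and galanin both at EC90 stimulate the cells; cAMP rise reported by CNG channel membrane potential dye signal; 0% = forskolin plus galanin with DMSO and 100% = forskolin alone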
# Target sequence (O60755 1-299 limits assumed): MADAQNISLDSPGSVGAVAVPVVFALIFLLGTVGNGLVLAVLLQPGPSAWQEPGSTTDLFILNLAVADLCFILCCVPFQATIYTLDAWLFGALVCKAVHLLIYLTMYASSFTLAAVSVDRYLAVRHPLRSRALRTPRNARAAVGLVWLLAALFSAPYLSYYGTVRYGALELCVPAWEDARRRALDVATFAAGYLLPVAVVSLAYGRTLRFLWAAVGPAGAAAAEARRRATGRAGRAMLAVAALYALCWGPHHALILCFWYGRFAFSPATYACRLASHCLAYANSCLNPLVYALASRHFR
# DNA FID counter – compounds displacing fluorescent DNA intercalator, primary screen, artefact control for HCV NS3 helicase inhibitor project, biochemical, FID fluorescence | DNA fluorescent intercalator displacement | inhibition, % at 7.9 µM | 290,000 compounds, 0.17% hits | AID 1845, 2009; in the data active = inhibition above about 37%;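 also: 0% = vehicle and 100% = reference compound; higher means more ethidium bromide displaced from hairpin DNA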
# NS3 helicase inh – inhibitors of HCV NS3 helicase, primary screen, biochemical, Cy5 molecular beacon fluorescence; inhibition, % at 10.9 µM; NS3 helicase DNA unwinding; 290,000 compounds, 0.56% hits;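 active = inhibition above the mean of all tested compounds plus 3 SD, set per campaign, cut at about 35% in these data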;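 also: 0% = DMSO wells and 100% = thioflavine S control wells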
#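 Test system: hepatitis C virus NS3 helicase domain fragment enzyme. Also added: annealed dual-labelled DNA beacon duplex, ATP-started. Timing: 60 min unwinding reaction at 25 °C after ATP addition. Technique: Cy5 fluorescence. Measure: % inhibition of unwinding.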
# CRFR2-BP antag – antagonists of CRF-BP/CRF-R2 complex, primary screen, cell-based, HEK293, calcium dye fluorescence, uHTS. CRF-induced calcium fluorescence. inhibition, % at 11.8 µM. 350,000 compounds, 0.59% hits. AID 588475, 2011;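 active = inhibition of the ligand-induced calcium signal above about 50% at the single tested concentration, limit read from the data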
# Numbers without * were called inactive; / = no result given. Some of the compounds tested; rates above refer to the full screens.
SMILES,MEKK2mut PB1 HTS,MEKK2wt PB1 HTS,CRFBP-R2 agonist,MEKK3 PB1 HTS,UBC9 SUMO inh,GalR3 antagonist,DNA FID counter,NS3 helicase inh,CRFR2-BP antag
Cn1c(=O)n(C)c2cc(NC(=O)COc3ccc(F)cc3)ccc21,2.0,102.0,0.1,102.0,8.0,-10.4,-9.4,3.3,8.3
CCOC(=O)C1=C(CSc2nc(-c3ccccc3)ccc2C#N)OC(N)=C(C#N)C1c1ccc(OC)cc1 (centres undefined),-8.0,81.0,50.3*,93.0,33.0,-1.6,-29.3,20.6,-87.6
CCCS(=O)(=O)N1CCC(C(=O)NC2CCCCC2C)CC1 (centres undefined),2.0,98.0,-0.6,99.0,8.1,0.1,-2.8,2.9,9.4
COc1ccc(-c2[nH]ncc2CNC(C)CCn2cccn2)c(F)c1 (centres undefined),-4.0,93.0,-0.2,100.0,-8.3,-5.7,5.0,-13.2,9.4
CC(=O)OCc1nc2ccccc2s1,6.0,108.0,2.1,103.0,2.0,-5.9,-1.3,0.8,-2.0
CCn1cc(C(=O)N2CCN(c3ccc(OC)cc3)CC2)c2cc(OC)c(OC)cc2c1=O,-8.0,88.0,3.9,94.0,4.9,-6.3,-27.9,2.8,-6.8
COC(=O)CN(C)C(=O)c1ccc(OC)c(OC2CCN(C(C)C)CC2)c1,11.0,106.0,-0.6,108.0,12.8,-8.8,0.1,30.4,1.3
COc1ccc(CC(=O)NNC(=O)CCc2ccccc2)cc1,-7.0,92.0,-1.1,97.0,-0.3,-6.4,-8.2,4.7,-19.6
CC(C)CCN(CC(=O)NCc1ccc(F)cc1)S(=O)(=O)c1ccccc1F,3.0,105.0,0.7,106.0,13.0,-7.8,-25.6,-1.2,6.2
Cc1ccc(/C(O)=C2\C(=O)C(=O)N(C)C2c2cccc([N+](=O)[O-])c2)cc1 (centres undefined),8.0,108.0,-1.6,104.0,7.7,3.0,-6.8,19.5,-5.0
CCOC(=O)/C(=N\Nc1ccccc1Cl)N1CCN(C)CC1,4.0,104.0,-2.0,97.0,-2.9,-6.3,8.1,-13.0,-15.0
CC(=O)N1CCCc2cc(S(=O)(=O)N3CCCC(C)C3)ccc21 (centres undefined),3.0,102.0,2.1,100.0,12.3,-6.3,-23.3,12.7,-1.7
CCOC(=O)c1c(NC(=O)c2cccs2)sc(C(=O)N(C)C)c1C,1.0,97.0,-0.9,92.0,11.3,-4.5,-22.3,-4.6,5.4
COc1ccc(-n2c(CCc3ccccc3)nnc2SCC(=O)c2ccc(Cl)cc2)cc1,8.0,111.0,-0.6,100.0,-6.6,-0.6,-9.7,-27.2,4.0
CCCN1CCN(C(=O)c2ccc(Sc3ccc(C)cc3)c(NC(C)=O)c2)CC1,-4.0,102.0,-4.6,97.0,-15.7,-4.9,-3.9,-10.7,22.2
COc1ccc(/C=N/NC(=O)CNC(=O)/C=C/c2ccco2)cc1OC,7.0,103.0,-2.4,105.0,11.3,-2.7,-22.5,6.8,6.0
O=C(c1ccccc1-c1nc(-c2ccccc2Cl)no1)N1CCOCC1,-3.0,93.0,-4.1,98.0,6.1,-3.1,-18.0,-5.2,-15.7
COc1ccc2c(c1)c(=O)oc1c(C)c(OC(C)C(=O)NCC3CCC(C(=O)O)CC3)ccc12 (centres undefined),1.0,101.0,-0.8,96.0,32.7,-1.7,-31.6,15.5,-7.0
O=C(N/N=C/C(Br)=C/c1ccccc1)C1CC1,-5.0,98.0,-0.2,101.0,-6.9,-6.6,-6.3,24.4,-17.9
COc1cccc(NC(=O)C2CCC(CNS(=O)(=O)c3ccc4c(c3)CC(C)N4C(C)=O)CC2)c1 (centres undefined),-2.0,99.0,1.1,99.0,1.9,-8.2,-61.2,-17.4,-10.3
CN(Cc1cccs1)C(=O)c1ccc(S(=O)(=O)N2CCCCC2)cc1,17.0,101.0,3.4,106.0,12.4,-1.2,-27.1,0.7,-6.7
CC(=O)Nc1ccc(S(=O)(=O)NC2=C(N3CCN(C)CC3)C(=O)c3ccccc3C2=O)cc1,2.0,107.0,0.5,103.0,15.6,-1.0,13.2,-1.6,-5.1
O=C(O)c1ccc(NC(=S)NC2CCCCC2)cc1,-1.0,101.0,0.9,108.0,-1.2,2.0,-3.2,-7.4,-5.2
CCOC(=O)c1ccc(NC(=O)CSc2ccc(-c3ccccn3)nn2)cc1,8.0,107.0,-0.5,104.0,7.8,-2.1,-19.9,-87.2,-18.2
Cc1cccc(/C=C/c2onc(C)c2S(=O)(=O)N2CCC(C(=O)NC(C)(C)C)CC2)c1,0.0,100.0,8.0,98.0,9.1,1.1,-18.8,-20.0,-16.4

# Three entries picked at random from those above, as already listed:
SMILES,MEKK2mut PB1 HTS,MEKK2wt PB1 HTS,CRFBP-R2 agonist,MEKK3 PB1 HTS,UBC9 SUMO inh,GalR3 antagonist,DNA FID counter,NS3 helicase inh,CRFR2-BP antag
CC(=O)OCc1nc2ccccc2s1,6.0,108.0,2.1,103.0,2.0,-5.9,-1.3,0.8,-2.0
Cn1c(=O)n(C)c2cc(NC(=O)COc3ccc(F)cc3)ccc21,2.0,102.0,0.1,102.0,8.0,-10.4,-9.4,3.3,8.3
CC(=O)Nc1ccc(S(=O)(=O)NC2=C(N3CCN(C)CC3)C(=O)c3ccccc3C2=O)cc1,2.0,107.0,0.5,103.0,15.6,-1.0,13.2,-1.6,-5.1

# Additional structures follow:
SMILES,MEKK2mut PB1 HTS,MEKK2wt PB1 HTS,CRFBP-R2 agonist,MEKK3 PB1 HTS,UBC9 SUMO inh,GalR3 antagonist,DNA FID counter,NS3 helicase inh,CRFR2-BP antag
O=S(=O)(c1ccc(Cl)cc1)N1CCC(O)(CN2CCN(Cc3ccccc3)CC2)CC1,-9.0,89.0,-1.7,90.0,8.0,0.1,9.2,-8.7,-49.5
COC(=O)CNC(=O)CCC(=O)N1CCN(C(c2ccccc2)c2ccccc2)CC1,5.0,105.0,-0.9,106.0,10.7,8.6,-38.5,22.3,3.9
CCOC(=O)Cc1csc(NC(=O)Nc2ccccc2)n1,3.0,107.0,0.8,103.0,7.2,-3.6,-7.4,-1.0,5.9
O=C(CNc1cccc2ccccc12)N/N=C/c1ccc(OC(=O)/C=C/c2ccco2)cc1,-2.0,94.0,5.5,93.0,71.8,-3.5,-14.7,31.7,-2.2
Cn1c(SCC(=O)NC2CCCCC2)nnc1-c1ccccn1,-2.0,98.0,1.8,98.0,14.5,-1.0,-8.2,3.5,-16.4
O=C(Nc1ccc(F)cc1F)NC1CCN(S(=O)(=O)c2ccc(F)cc2)CC1,-11.0,82.0,2.0,89.0,-9.3,-8.8,-7.3,0.3,13.0
Cc1nc(NC2=NCN(C3CCCCC3C)CN2)nc2ccccc12 (centres undefined),11.0,139.0*,/,102.0,11.6,/,6.5,-1.1,/
O=S(=O)(c1cc(C(F)(F)F)ccc1Cl)N1CCN(c2ccccn2)CC1,23.0,101.0,3.6,108.0,2.2,-5.1,-24.6,3.0,1.8
COC(=O)C1=C(C)NC(C)=C(C(=O)OC)C1c1ccc(OC(=O)c2oc3ccccc3c2C)c(OC)c1,-2.0,98.0,-0.3,99.0,-7.8,-1.1,-2.9,2.1,12.1
CN=C(c1ccccc1)c1c(C)cccc1C,-3.0,99.0,-3.7,98.0,4.0,-0.1,7.7,1.4,38.2
O=C(NS(=O)(=O)Nc1ccc(Cl)cc1)c1c[nH]c2ccccc12,-3.0,96.0,-0.3,95.0,4.6,-7.6,5.0,2.7,4.1
CC(=O)Nc1ccc(NC(=O)C(c2ccccc2)c2ccccc2)cc1,3.0,109.0,-1.6,103.0,0.6,-1.0,-12.1,-0.7,8.2
CCn1c(SCC(=O)N2CCCCC2C)nnc1-c1ccc(S(=O)(=O)N2CCN(C)CC2)cc1 (centres undefined),-6.0,88.0,1.3,90.0,8.7,-2.3,-2.6,8.6,-2.5
Cc1ccc(Nc2nc(C(=O)NCc3ccco3)cs2)cc1,-4.0,99.0,-1.7,103.0,-2.3,-1.2,0.3,5.6,12.6
CC(=O)Nc1cccc(OCc2ccc(F)cc2)c1,-5.0,96.0,-2.0,98.0,3.3,-1.5,-0.9,-9.4,-0.9
CN(C)S(=O)(=O)c1cccc(COC(=O)c2ccc3c(c2)OCO3)c1,-3.0,93.0,-1.0,86.0,-0.3,0.3,-27.4,1.4,11.3
Cc1cc(NC(=O)C2CC(c3c(F)cccc3Cl)=NO2)n(-c2ccccc2)n1 (centres undefined),0.0,99.0,-1.2,103.0,-8.3,-5.8,-16.6,-8.0,4.1
CC(=O)Nc1ccc(N(C(=O)CNC(=O)c2ccco2)C(C(=O)NC2CCCC2)c2ccco2)cc1 (centres undefined),10.0,105.0,-1.0,104.0,4.5,-9.1,-5.9,10.4,-0.7
CCOc1cc([N+](=O)[O-])c2nc(N)sc2c1,6.0,107.0,-7.0,112.0,13.5,-3.8,1.1,-1.5,10.4
Cc1nnc(NC(=O)CCn2cnc3ccccc3c2=O)s1,-7.0,101.0,-0.1,100.0,5.1,7.7,12.9,0.3,-8.1
CC1(C)Cc2c(c(N3CCOCC3)nc3sc4c(=O)[nH]cnc4c23)CS1,0.0,94.0,1.9,93.0,30.3,1.8,-10.9,-2.1,-31.1
O=C(Nc1cccc(NC(=O)c2ccc(-c3ccc(Br)cc3)o2)c1)c1ccco1,3.0,107.0,0.3,115.0,2.1,-4.3,-2.6,-4.5,-13.6
O=C(CN1C(=O)/C(=C\C=C\c2ccccc2)SC1=S)Nc1ccc(F)cc1,-3.0,72.0,0.5,95.0,37.7,-1.8,-1.0,20.0,4.4
COc1cccc(-n2nnc3c(=O)n(Cc4cccc(F)c4)cnc32)c1,-3.0,99.0,-0.6,86.0,-11.2,-0.3,0.1,0.4,10.6
CC(=O)c1c(C)[nH]c(C(=O)Nc2cc(S(=O)(=O)N(C)C)ccc2C)c1C,-4.0,94.0,-3.3,99.0,-2.9,-5.7,24.6,1.2,-17.8
# Next section:
SMILES,MEKK2mut PB1 HTS,MEKK2wt PB1 HTS,CRFBP-R2 agonist,MEKK3 PB1 HTS,UBC9 SUMO inh,GalR3 antagonist,DNA FID counter,NS3 helicase inh,CRFR2-BP antag
COc1ccc(N2C(=O)CC(NNC(=O)c3ccco3)C2=O)cc1 (centres undefined),2.0,104.0,1.5,109.0,-8.0,-1.5,2.2,14.4,-3.1
O=C(CSc1ncn[nH]1)c1ccc(OC(F)F)cc1,0.0,111.0,0.5,112.0,-11.7,-0.1,7.0,3.7,0.8
COCCCNCCCOc1ccc(Cl)cc1Br,1.0,105.0,10.8,103.0,5.2,-5.3,11.8,-9.1,-44.3
CC1CC(C)CN(C(=O)CCn2c(=O)oc3ccccc32)C1 (centres undefined),9.0,111.0,-0.5,104.0,11.7,-0.8,-12.2,-5.5,0.7
O=C(C1CCN(S(=O)(=O)c2ccccc2)CC1)N1CCCCC1,-9.0,96.0,-0.3,101.0,-13.2,-6.6,-19.2,11.8,-3.6
O=C(CC(c1ccco1)C1CCCCC1=O)c1ccccc1 (centres undefined),-1.0,96.0,-3.3,95.0,1.8,-3.3,-13.6,3.6,7.9
